Tcruzi prolif – T. cruzi proliferation inhibition. T. cruzi beta-gal in NIH3T3, GalScreen luminescence, 90 h. 77,000 compounds, 5.9% hits. inhibition, % at 8.34 µM;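 active means mean inhibition above about 93%, with at least 55% of replicates each passing it, limit read from the data, passing the limit was not always enough; inconclusive means only one of those two conditions holds; inactive means neither condition holds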
Pf Dd2 inh – blocks growth of Plasmodium falciparum Dd2 parasites | 94,000 compounds, 2.3% hits | activity change, % at 10 µM | P. falciparum Dd2 growth, SYBR Green, 72 h; stronger effect = lower value; in the data active means activity change below about -80%; inconclusive means no clear call, values can overlap the other calls
KDM4C inh – KDM4C (human) demethylase inhibition; inhibition, % at 12.5 µM; GST-KDM4C 2-372, H3K9me3 peptide, LANCE TR-FRET; AID 720574; 96,000 compounds, 0.15% hits; Q9H3R0;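 active means mean replicate inhibition above about 25%, with at least 55% of replicates also reaching it, limit read from the data, passing the limit was not always enough; inconclusive means only one of those two conditions met; inactive means neither condition met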
Target sequence (Q9H3R0 2-372 limits assumed): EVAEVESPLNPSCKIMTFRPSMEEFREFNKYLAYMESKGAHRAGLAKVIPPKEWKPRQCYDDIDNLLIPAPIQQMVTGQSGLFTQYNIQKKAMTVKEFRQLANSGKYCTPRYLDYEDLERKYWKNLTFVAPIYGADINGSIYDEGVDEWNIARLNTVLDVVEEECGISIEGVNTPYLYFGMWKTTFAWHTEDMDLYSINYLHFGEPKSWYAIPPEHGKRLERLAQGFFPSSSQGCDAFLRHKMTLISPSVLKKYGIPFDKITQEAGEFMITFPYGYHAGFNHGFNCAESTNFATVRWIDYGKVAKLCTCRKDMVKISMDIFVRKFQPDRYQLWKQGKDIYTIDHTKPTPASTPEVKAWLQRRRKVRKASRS
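reagent = H3K9me3 peptide substrate, Fe(II), 2-oxoglutarate | system = GST-tagged GASC-1 (JMJD2C) catalytic fragment, aa 2-372 | amount = enzyme final amount 10 nM | read-out = Fall in 671/618 emission ratio as inhibition | medium = HEPES buffer, pH 7.5, plus ascorbate | schedule = 30 min reaction, 60 min detection, RT | measured by = LANCE TR-FRET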
C diff growth – blocks growth of Clostridium difficile; Clostridium difficile clinical isolate growth, OD600, 24 h; stronger effect = lower value; growth activity, negative = inhibition, % at 16 µg/mL (by protocol); 86,000 compounds, 0.25% hits; AID 1259249;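 active means mean growth activity at or below -80% and every replicate also at or below -80%; inconclusive means mean at or below -80% but some replicate above -80%; inactive means mean growth activity above -80%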;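 further: 0% = DMSO wells and -100% = levofloxacin 16 µg/mL wells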
* hit, by the source's call; ? = inconclusive; / = no result given; & = joins results of further samples. Hits appear at their usual frequency; any-hit rate near 6.7%.

SMILES	Tcruzi prolif	Pf Dd2 inh	KDM4C inh	C diff growth
CC(C)NC(=O)N(C)C[C@H]1OCCCC[C@@H](C)Oc2ccc(NS(=O)(=O)c3ccc(Cl)cc3)cc2C(=O)N([C@@H](C)CO)C[C@@H]1C	-9	/	-0.7	-5
C[C@H](CO)N1C[C@H](C)[C@@H](CN(C)C(=O)Nc2ccc3c(c2)OCO3)OCCCC[C@H](C)Oc2ccc(NS(C)(=O)=O)cc2C1=O	-23	6	0.7	0
CCCN1C[C@@H](C)[C@@H](OC)CN(C)C(=O)c2cc(NC(=O)c3ccno3)ccc2OC[C@H]1C	9	25	0.0	-5
C[C@H](CO)N1C[C@H](C)[C@H](CN(C)S(C)(=O)=O)Oc2ccc(NS(=O)(=O)c3cccs3)cc2CC1=O	-6	10	-0.2	-7
C[C@H](CO)N1C[C@H](C)[C@H](CN(C)Cc2ccc(C(F)(F)F)cc2)Oc2ccc(NC(=O)CCC(F)(F)F)cc2CC1=O	/	3	1.2	8
O=C(NC[C@@H]1N[C@@H](CO)[C@H]1c1ccc(-c2ccccc2F)cc1)c1ccccc1	109*	-12	-4.0	27
CO[C@H]1CN(C)C(=O)c2ccc(NC(C)=O)cc2OC[C@H](C)N(Cc2ccccc2F)C[C@H]1C	32	-29	-0.1	/
COc1ccccc1-c1ccc2c(c1)O[C@H](CN(C)S(=O)(=O)c1ccc(F)cc1)[C@H](C)CN([C@@H](C)CO)S2(=O)=O	99*	-47	-1.3	4
Cc1noc(C)c1NC(=O)Nc1ccc2c(c1)C(=O)N([C@@H](C)CO)C[C@@H](C)[C@H](CN(C)C(=O)NC(C)C)OCCCC[C@H](C)O2	-28	35	10	-6
COCC#Cc1ccc2c(c1)O[C@@H](CN(C)C(=O)C1CC1)[C@H](C)CN([C@@H](C)CO)S2(=O)=O	14	8	-3.6	/
COCC(=O)N(C[C@H]1N[C@H](CO)[C@@H]1c1ccc(-c2cccnc2)cc1)C(C)C	28	17	1.2	1
O=C1NC(Cc2cccc(Cl)c2)COCc2cnnn2CCC1c1ccccc1 (configuration not stated)	/	/	-1.3	-1
CC(=O)Nc1ccc2c(c1)C(=O)N(C)[C@H]1CC[C@H](CC(=O)NCc3ccc4c(c3)OCO4)O[C@H]1CO2	5	-17	-1.0	3
Cc1noc(C)c1NC(=O)Nc1cccc2c1O[C@@H](CN(C)S(=O)(=O)c1ccc(F)cc1)[C@@H](C)CN([C@H](C)CO)C2=O	29	2	0.7	1
CN(C)CC#Cc1ccc([C@@H]2[C@H](CO)N3CCCCN(C(=O)Nc4cc(F)ccc4F)C[C@@H]23)cc1	?	-39	3.9	22
C[C@@H]1CN([C@@H](C)CO)C(=O)c2cccc(NC(=O)Nc3ccc(C(F)(F)F)cc3)c2O[C@H]1CN(C)C	/	8	-1.3	11
CC(C)NC(=O)N[C@H]1CC[C@H](CC(=O)NCCCN(C)C)O[C@@H]1CO	23	39	1.7	/
COc1ccc(S(=O)(=O)N(C)C[C@H]2Oc3ccc(NS(=O)(=O)c4ccc(F)cc4)cc3C(=O)N([C@H](C)CO)C[C@@H]2C)cc1	/	-39	-1.5	-13
COc1ccccc1NC(=O)N1CC(=O)N2[C@@H](CO)[C@@H](c3ccc(C#CC4CC4)cc3)[C@@H]2C1	/	-41	-1.0	-1
CCS(=O)(=O)Nc1ccc2c(c1)C(=O)N(C)[C@@H]1CC[C@@H](CC(=O)NCCCN3CCOCC3)O[C@@H]1CO2	9	5	1.6	1
O=C(Nc1ccc2c(c1)[C@H]1C[C@@H](CC(=O)N3CCc4ccccc4C3)O[C@@H](CO)[C@H]1O2)NC1CCCC1	/	-13	-0.7	0
C[C@H](CO)N1C[C@H](C)[C@H](CN(C)C)Oc2ccc(NC(=O)NC3CCCCC3)cc2CC1=O	/	8	-0.7	5&-4
COCC(=O)Nc1ccc2c(c1)C(=O)N(C)[C@@H]1CC[C@@H](CC(=O)Nc3ccccc3)O[C@H]1CO2	-9	-15	0.1	5
C[C@@H]1CCCCO[C@@H](CN(C)CC2CC2)[C@@H](C)CN([C@H](C)CO)C(=O)c2cc(NC(=O)Nc3ccc(F)cc3)ccc2O1	-48	-17	1.6	8
COc1ccc(C#Cc2ccc([C@@H]3[C@H](CO)N4CCCCN(S(=O)(=O)c5cn(C)cn5)C[C@@H]34)cc2)cc1	32	5	-0.8	-5
O=C(C[C@@H]1CC[C@@H]2[C@H](COC[C@H](O)CN2S(=O)(=O)c2cccc(F)c2)O1)Nc1ccccc1	/	12	-1.3	11&-2
C[C@H]1CN([C@@H](C)CO)S(=O)(=O)c2ccc(-c3ccc(C#N)cc3)cc2O[C@H]1CN(C)CC1CC1	-48	-91*	-0.3	5
CC(C)NC(=O)Nc1cccc2c1O[C@@H](CN(C)C(=O)Nc1ccc(F)cc1)[C@H](C)CN([C@H](C)CO)C2=O	16	29	-2.1	-2
O=C(NC1CCC1)[C@H]1[C@H](CO)[C@H]2Cn3c(ccc(-c4ccccc4F)c3=O)[C@H]2N1Cc1ccccn1	/	-17	5.2	-1
O=C(CN1CCOCC1)NCC[C@@H]1CC[C@@H](NC(=O)c2ccc3c(c2)OCO3)[C@H](CO)O1	-22	18	2.4	/

Whole records as entered above. Order of values: Tcruzi prolif	Pf Dd2 inh	KDM4C inh	C diff growth
Entry for C[C@H]1CN([C@@H](C)CO)S(=O)(=O)c2ccc(-c3ccc(C#N)cc3)cc2O[C@H]1CN(C)CC1CC1 = -48	-91*	-0.3	5
Entry for C[C@@H]1CN([C@@H](C)CO)C(=O)c2cccc(NC(=O)Nc3ccc(C(F)(F)F)cc3)c2O[C@H]1CN(C)C = /	8	-1.3	11

Later entries
SMILES	Tcruzi prolif	Pf Dd2 inh	KDM4C inh	C diff growth
C[C@H](CO)N1C[C@H](C)[C@H](CN(C)C)OCCCC[C@H](C)Oc2ccc(NC(=O)c3ccncc3)cc2C1=O	28	-66	1.5	0
C[C@H]1CN([C@@H](C)CO)C(=O)Cc2cc(NC(=O)Nc3ccc(C(F)(F)F)cc3)ccc2O[C@H]1CN(C)Cc1ccc(C(=O)Nc2ccccc2N)cc1	80	-35	8.8	1
C[C@@H]1CN([C@@H](C)CO)C(=O)c2ccccc2-c2ccccc2CO[C@H]1CN(C)C(=O)Nc1ccc(F)cc1	34	-77	1.1	-3
CNC[C@@H]1Oc2ncc(C3=CCCC3)cc2C(=O)N([C@@H](C)CO)C[C@@H]1C	31	-8	0.4	/
C[C@@H]1CN([C@H](C)CO)C(=O)c2cc(/C=C/c3ccccc3)cnc2O[C@H]1CN(C)C(=O)c1cnccn1	/	-14	1.2	-4
O=C(Cc1ccncc1)NCC[C@@H]1CC[C@@H](NS(=O)(=O)c2ccccc2Cl)[C@H](CO)O1	-2	8	0.8	/
COc1ccccc1-c1ccc([C@@H]2[C@@H](CO)N(C(C)=O)C23CN(C(C)=O)C3)cc1	/	17	-2.0	-9
C[C@@H]1CCCCO[C@@H](CN(C)C(=O)C2CCCCC2)[C@@H](C)CN([C@@H](C)CO)C(=O)c2cc(NC(=O)c3ccncc3)ccc2O1	66	-43	-2.1	0
O=C1CN(Cc2ccccc2)C[C@@H]2[C@H](c3ccc(-c4ccccc4)cc3)[C@H](CO)N12	/	24	9.3	15
C[C@@H]1CN([C@H](C)CO)C(=O)c2cc(NC(=O)Cc3ccccc3)ccc2O[C@H]1CN(C)S(C)(=O)=O	13	8	0.6	-2
COc1cccc(NC(=O)N(C)C[C@H]2OCc3cnnn3CCCC(=O)N([C@H](C)CO)C[C@@H]2C)c1	1	-61	1.1	-4
CCCNC(=O)N(C)C[C@H]1Oc2ncc(C#CC3(O)CCCC3)cc2C(=O)N([C@H](C)CO)C[C@@H]1C	/	25	0.7	-1
OC[C@H]1[C@@H](c2ccccc2)C2(CN(Cc3ccccn3)C2)N1Cc1cncnc1	/	23	0.0	-1
C[C@H]1CN([C@@H](C)CO)C(=O)CCCn2cc(nn2)CO[C@@H]1CN(C)C(=O)c1cc(-c2ccccc2)on1	8&-95	3&6	-0.1	0&-2
CO[C@H]1CN(C)C(=O)c2ccc(NC(=O)c3ccccc3F)cc2OC[C@@H](C)N(CC2CC2)C[C@H]1C	27	-14	1.1	0
N#C[C@@H]1[C@H](c2ccccc2-c2ccccc2)[C@@H](CO)N1C(=O)Cc1ccccc1	/	-3	0.6	-6
COc1ccccc1CN1CC[C@@H]2[C@H]1c1cc(-c3cccc(C(=O)N(C)C)c3)ccc1N[C@@H]2CO	88	-52	-0.4	48
CC(C)NC(=O)Nc1cccc2c1O[C@H](CN(C)C(=O)Nc1ccc(F)cc1)[C@@H](C)CN([C@H](C)CO)C2=O	/	33	4.0	-2
C[C@H](CO)N1C[C@H](C)[C@H](CN(C)Cc2ccc(Cl)c(Cl)c2)Oc2ccc(NS(C)(=O)=O)cc2CC1=O	41	3	-0.4	-19
O=C(C1CCCC1)N1CCCCN2[C@H](C1)[C@H](c1ccc(-c3cccc(F)c3)cc1)[C@@H]2CO	88	23	/	30
C[C@@H]1CN([C@H](C)CO)C(=O)c2cc(C#CC(C)(C)O)cnc2O[C@@H]1CN(C)C(=O)C1CCC1	/	-8	1.0	-2
C[C@@H]1CN([C@H](C)CO)C(=O)c2cc(NC(=O)Nc3ccccc3)ccc2O[C@@H]1CN(C)Cc1ccc2c(c1)OCO2	-9	2	1.5	2
COc1ccc(NC(=O)N2C[C@@H](O)COC[C@H]3O[C@@H](CC(=O)N4CCCCC4)CC[C@@H]32)cc1	4	11	3.2	10&-5
CC(C)NC(=O)N(C)C[C@H]1Oc2ncc(C#CCC3CCCC3)cc2C(=O)N([C@@H](C)CO)C[C@H]1C	35	/	0.5	3
C[C@@H]1CN([C@H](C)CO)C(=O)Cc2cc(NS(=O)(=O)c3ccccc3)ccc2O[C@@H]1CN(C)C(=O)Nc1ccccc1	55	-8	-1.9	-12
O=C(CN1CCOCC1)N[C@@H]1CC[C@@H](CCNS(=O)(=O)c2ccccc2F)O[C@H]1CO	7	15	0.2	/
CNC[C@H]1OCCCC[C@H](C)Oc2ccc(NS(=O)(=O)c3ccc(OC)cc3)cc2C(=O)N([C@@H](C)CO)C[C@H]1C	4	/	-0.5	-1
COc1ccccc1-c1cnc2c(c1)C(=O)N([C@@H](C)CO)C[C@H](C)[C@@H](CN(C)Cc1cncnc1)O2	-2	-13	0.8	7
CO[C@H]1CN(C)C(=O)c2ccc(NC(=O)Nc3ccc(Cl)cc3)cc2OC[C@H](C)N(C(=O)Nc2c(C)noc2C)C[C@H]1C	47	-13	-0.7	/
CNC[C@H]1Oc2c(NC(=O)c3ccc(-c4nccs4)cc3)cccc2C(=O)N([C@H](C)CO)C[C@@H]1C	5	-6	-2.2	-7
C[C@@H]1CN([C@H](C)CO)C(=O)c2cc(C#CCN(C)C)cnc2O[C@@H]1CN(C)Cc1ccc(-c2ccccc2)cc1	63	/	0.3	12
Cc1noc(C)c1S(=O)(=O)Nc1ccc2c(c1)C(=O)N([C@@H](C)CO)C[C@@H](C)[C@@H](CN(C)C(=O)Nc1cccc3ccccc13)OCCCC[C@@H](C)O2	91	?	-7.9	7
O=C(C[C@@H]1CC[C@@H]2[C@H](COC[C@H](O)CN2C(=O)Nc2ccccc2)O1)NCCc1ccncc1	77	7	0.0	/
C[C@H](CO)N1C[C@H](C)[C@@H](CN(C)Cc2ccc(Oc3ccccc3)cc2)Oc2ccc(NC(=O)CCN3CCOCC3)cc2CC1=O	-17	-28	-0.5	-9
CCC(=O)Nc1ccc2c(c1)C(=O)N(C)C[C@H](OC)[C@H](C)CN(Cc1ccccc1)[C@H](C)CO2	-24	-14	-0.4	/
COc1ccc(C(=O)Nc2ccc3c(c2)C(=O)N(C)C[C@H](OC)[C@H](C)CN(C(C)=O)[C@H](C)CO3)cc1	25	-4	0.7	/
C/C=C/c1ccc([C@H]2[C@@H](CO)N(C(C)=O)[C@@H]2CN(CCOC)C(C)=O)cc1	/	15	-0.8	1
CCC(=O)N1[C@H](CO)[C@H]2c3ccccc3N(S(=O)(=O)c3ccccc3)C[C@H]21	15	14	-0.6	-5
C[C@@H]1CN([C@@H](C)CO)C(=O)c2cc(NC(=O)Nc3ccc(C(F)(F)F)cc3)ccc2O[C@@H]1CN(C)C(=O)Nc1ccc(F)cc1	14	-49	2.6	11

A different layout for some results above:
| SMILES | Tcruzi prolif | Pf Dd2 inh | KDM4C inh | C diff growth |
| --- | --- | --- | --- | --- |
| C[C@@H]1CCCCO[C@@H](CN(C)C(=O)C2CCCCC2)[C@@H](C)CN([C@@H](C)CO)C(=O)c2cc(NC(=O)c3ccncc3)ccc2O1 | 66 | -43 | -2.1 | 0 |
| O=C1CN(Cc2ccccc2)C[C@@H]2[C@H](c3ccc(-c4ccccc4)cc3)[C@H](CO)N12 | / | 24 | 9.3 | 15 |
| C[C@@H]1CN([C@H](C)CO)C(=O)c2cc(NC(=O)Cc3ccccc3)ccc2O[C@H]1CN(C)S(C)(=O)=O | 13 | 8 | 0.6 | -2 |
| COc1cccc(NC(=O)N(C)C[C@H]2OCc3cnnn3CCCC(=O)N([C@H](C)CO)C[C@@H]2C)c1 | 1 | -61 | 1.1 | -4 |
| CCCNC(=O)N(C)C[C@H]1Oc2ncc(C#CC3(O)CCCC3)cc2C(=O)N([C@H](C)CO)C[C@@H]1C | / | 25 | 0.7 | -1 |

Source: PubChem (Broad Institute)
